Assay outcomes deposited in PubChem BioAssay by National Center for Advancing Translational Sciences (NCATS).
IL1B secr inh = inflammasome signaling inhibition, IL-1 beta readout; THP-1 LPS/ATP IL-1B secretion, AlphaLISA, 16 h; hits give low values; activity change, % at 57.5 µM; 360,000 tested, 4.7% active; in the data active = activity change below about -50%; inconclusive = mostly about -30% to -49%; note: % is set by controls: 0 for no effect and ±100 for the full control effect
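Secreted IL-1B measured by AlphaLISA bead assay after 16 h compound exposure of THP-1 cells; compounds (final up to 57.5 uM) added 1 h before LPS (250 ng/mL) and ATP (1.25 mM) stimulation; lower signal means less secretion.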
HT1080-NT tox = kills 2HG-producing HT-1080-NT fibrosarcoma cells | Potency, µM (doses to about 46.1 µM), for inactives: at the top dose activity, negative = less viability, actives largely listed as cytotoxic | 360,000 tested, 1.6% active | AID 686970 | HT-1080-NT fibrosarcoma viability, CellTiter-Glo ATP luminescence, 48 h;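 note: NT is the 2HG producing partner of a matched IDH1 knockdown line; potency is the fitted concentration of half-maximal effect; 0% = DMSO-treated cells and -100% = media-only wells without cells; nearly all actives have a fitted effect of over 55% in size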
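750 cells/well, RPMI + 5% FBS; 2 h settle, compound pin-transfer, 48 h at 37 degrees C. CellTiter-Glo 10 min RT, luminescence. Normalized to DMSO and media-only wells.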
KB-3-1 cytotox = kills parental KB-3-1 adenocarcinoma cells. Potency, µM (doses to about 46.1 µM), for inactives: at the top dose activity change, negative = cytotoxic, hits mostly cytotoxic. 400,000 tested, 1.4% active. KB-3-1 viability, CellTiter-Glo ATP luminescence, 72 h; note: potency is the fitted concentration of half-maximal effect; % is set by controls: 0 for no effect and ±100 for the full control effect; nearly all actives have a fitted effect of over 60% in size
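KB-3-1 parental drug-naive adenocarcinoma cells in DMEM/10% FBS, incubated 72 h at 37 C with pin-transferred compounds across a concentration series. Viability by CellTiter-Glo luminescence; concentration-response curves fitted after normalization.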
HEK293 tox = cytotoxicity in counter-screen for GLP-1R inverse agonists | 410,000 tested, 0.13% active | Potency, µM (top dose mostly 38.3 µM), for inactives: top-dose activity change, negative = inhibition, usual class: inhibitors | HEK293 cAMP-luciferase reporter cells, luminescence, 24 h;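 note: loss of luciferase light is scored as toxicity; potency is the fitted concentration of half-maximal effect; % is set by controls: 0 for no effect and ±100 for the full control effect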
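Step one: seed cells (200 cells/uL, DMEM with 10% Nu serum, 1% pen-strep). Step two: 12-hour incubation at 37 deg C. Step three: pin 23 nL compound, incubate 24 hr. Step four: add luciferase reagent, read luminescence 12 min later.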
D3 ag = agonists of human D3 dopamine receptor; P35462; D3R DiscoveRx beta-arrestin cells, luminescence, 90 min; max activation, %; 410,000 tested, 0.58% active; AID 652048; in the data active = max activation above about 30%; note: 0% is about no effect; mostly tested at two doses, the higher about 12 µM
Target sequence (P35462 whole entry, looked up): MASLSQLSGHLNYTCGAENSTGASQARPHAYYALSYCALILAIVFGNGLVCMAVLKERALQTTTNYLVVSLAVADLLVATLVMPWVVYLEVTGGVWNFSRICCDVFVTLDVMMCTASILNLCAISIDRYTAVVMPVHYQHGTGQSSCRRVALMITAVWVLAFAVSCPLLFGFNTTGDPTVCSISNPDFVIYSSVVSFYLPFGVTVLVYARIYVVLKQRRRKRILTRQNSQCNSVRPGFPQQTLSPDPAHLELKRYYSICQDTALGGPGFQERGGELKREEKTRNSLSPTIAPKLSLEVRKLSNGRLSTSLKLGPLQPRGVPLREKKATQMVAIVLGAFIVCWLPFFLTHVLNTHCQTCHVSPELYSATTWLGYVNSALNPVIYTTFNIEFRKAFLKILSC
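Agonist mode: compounds and dopamine controls were applied to plated cells for 90 min at 37 degrees C after an overnight attachment at 1500 cells/well. Luminescent read-out followed 30 - 60 minutes at room temperature with DiscoveRx detection reagent.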
MCF10A rerep = DNA re-replication induction in MCF 10a cells; MCF 10A DNA re-replication, Hoechst nuclear intensity, 48 h; Potency, µM (titrated, usually from 46.1 µM), for the others: at the top dose activity, positive = re-replication, hits mostly activators; 350,000 tested, 2.9% active; note: potency is the fitted concentration of half-maximal effect; % of control where 0% means no effect; nearly all actives have a fitted effect of over 50% in size
KB-V1 cytotox = KB-V1 MDR subline cytotoxicity; KB-V1 MDR cells viability, CellTiter-Glo, 72 h; Potency, µM (series often up to 46.1 µM), for inactives: top-dose activity change, negative = cytotoxicity, most hits filed as cytotoxic; 400,000 tested, 3.4% active; AID 1347076; note: potency is the fitted concentration of half-maximal effect; % is set by controls: 0 for no effect and ±100 for the full control effect; nearly all actives have a fitted effect of over 60% in size
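KB-V1 cells (P-gp-expressing MDR subline of KB-3-1) in phenol-red-free DMEM with 10% FBS were exposed to library compounds over a concentration series for 72 h at 37 degrees C. Viability read by CellTiter-Glo luminescence; concentration-effect curves fitted after normalization.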
HT1080 IDH1KD tx = kills HT-1080 cells with IDH1 knockdown; HT-1080 IDH1 knockdown viability, ATP luminescence, 48 h; Potency, µM (series often up to 46.1 µM), inactives show top-dose activity, negative = toxicity, actives largely listed as cytotoxic; 360,000 tested, 2% active;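 note: potency is the fitted concentration of half-maximal effect; 0% = DMSO wells and -100% = cell-free medium wells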
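After a 2 h attachment period, IDH1KD HT-1080 cells took pin-transferred compound for 48 h at 37 °C; ATP-based luminescence after 10 min room-temperature reagent incubation reported viability.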
SW480 rereplic = inducers of DNA re-replication in SW480 colon cancer cells | SW480 DNA re-replication, Hoechst DNA content imaging, 48 h | Potency, µM (series often up to 46.1 µM), without a hit: at the highest dose re-replication activation, most hits filed as activators | 340,000 tested, 1.8% active | AID 624297; note: potency is the fitted concentration of half-maximal effect; % of control where 0% means no effect; nearly all actives have a fitted effect of over 55% in size
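SW480 cells exposed to compounds for 48 hr at 37 C, 5% CO2, then Hoechst-stained 40 min. Nuclear DNA content imaged by fluorescence scanning (405 nm excitation, 500-530 nm emission); re-replication scored as increased high-intensity nuclei.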
The depositor's hits bear a star; u = inconclusive; x = no result given; [ ] = dose if it differs, or a comment. Unless noted, calls come from the whole dose curve; as a rule, active = well fitted curve in the direction sought with a large enough effect; inconclusive = small, poorly fitted or top-dose-only effect, or another doubt; inactive = no such curve, though single readings can be large; an effect the other way counts as inactive or inconclusive.

structure,SW480 rereplic,D3 ag,KB-3-1 cytotox,HT1080-NT tox,HEK293 tox,HT1080 IDH1KD tx,MCF10A rerep,IL1B secr inh,KB-V1 cytotox
CN(CCCC(=O)NC1CC(C)(C)NC(C)(C)C1)S(=O)(=O)c1ccc([N+](=O)[O-])cc1,u,-4,-3%,4%,4%,7%,u,10,10%
Cc1cccc(-n2ncc3c(N4CCOCC4)ncnc32)c1,-5%,5,-14%,-18%,-3%,-3%,0%,-25,u
O=C(c1ccc(Cl)nc1)N1CCc2ccccc2C1,-5%,0,8%,13%,-16%,6%,1%,-9,15%
CN(C)S(=O)(=O)c1cccc(NC(=O)CCc2nc3sc4c(c3c(=O)[nH]2)CCCC4)c1,-14%,4,-3%,-15%,-6%,-15%,3%,-12,u
CCC(CC)NC(=O)c1cccc(Oc2ccccc2)c1,9%,21,-14%,-9%,-1%,-7%,2%,-11,23µM*
CC(C)Cn1c(SCC(=O)Nc2cccc(S(N)(=O)=O)c2)nc2ccccc2c1=O,6%,2,11%,-21%,-9%[0.307 µM],u,-2%,-4,-17%
CCCCSc1nn[nH]n1,-2%,-8,3%,-21%,36%[activator],-1%[9.24 µM],-7%,-1,3%
O=C(CN1N=C(c2ccccc2)CCC1=O)NCc1ccccc1,-4%,-4,1%,14%,-8%,15%,-1%,-1,1%
O=C(Nc1ccc(CN2CCOCC2)cc1)c1cccc(-c2cc3ccccc3oc2=O)c1,u,2,-10%,-25%,-25%,u,u,u,-14%
CCCOC(=O)CN1C(=O)c2ccccc2C1=O,-6%,6,19%,16%,-9%,11%,4%,5,20%
CSc1sc(C(=O)NNC(C)=O)c2c1C=CCC2,-11%,-3,3%,-2%,-7%,8%,-2%,9,20%
Cc1sc2ncnc(OCc3nnc(-c4cccs4)o3)c2c1C,-3%,-4,1%,4%,1%,0%,-6%,20,u
COC(=O)c1c(C)sc(-c2c(-c3cccc(OC)c3)[nH]c3c2c(=O)[nH]c(=O)n3C)c1O,x,0,-6%,x,7%,x,x,x,19%
O=C(Oc1nsnc1N1CCOCC1)c1ccccc1,8%,-19,-5%,18%,47%[activator],11%,3%,0,5%
N#Cc1ccccc1NC(=O)CSc1n[nH]c(-c2ccco2)n1,u,-6,-14%,-3%,-2%,4%,2%,32,-27%
CCOC(=O)c1c(C)n(CC(O)CN(CC)CC)c2cc(Br)c(OC)cc12 (stereo not drawn),0%,2,-5%,23%,0%[0.307 µM],13%,-2%,-8,u
Cc1ccc(OCc2nnc(-c3ccccc3)o2)cc1,x,10,3%,x,-3%,x,x,x,14%
COc1ccc2oc3cc(C)[n+]([O-])c(-c4ccc(Cl)cc4)c3c2c1,-1%,-1,u,1%,-5%,-14%,17%,28,u
CCOc1ccccc1N(C(=O)c1snc(C(N)=O)c1N)C(CC)C(=O)NC1CCCC1 (stereo not drawn),2%,6,3%,7%,-2%,3%,2%,-3,0%
Cc1cc(C)c2nc(C(F)(F)F)nc(NCCCN3CCOCC3)c2c1,u,-49,u,18µM*,u,16µM*,u,-8,3.7µM*
CCN1C(=O)/C(=C\N2CCN(c3cccc(Cl)c3)CC2)SC1=S,-4%,5,-1%,19%,-2%,24%,11%,-6,u
O=C1c2ccccc2C(=O)N1OCCOCCOCCON1C(=O)c2ccccc2C1=O,0%,5,2%,1%,4%,-1%,1%,-14,2%
Cc1ccc(-c2nc3ncccn3c2NC2CCCCC2)o1,2%,-3,0%,0%,29%,-8%,-5%,-5,u
O=c1cc(CSc2nnc(COc3ccccc3Cl)o2)nc2sccn12,0%,-10,17%,-4%,-8%,19%,-17%,8,u
CCCCC(CC)C(=O)Nc1ccc(C#N)cc1 (stereo not drawn),1%,1,2%,-1%,1%,0%,8%,-4,-2%
CCCN(CC(=O)Nc1ccccc1C)C(=O)c1cccc(S(=O)(=O)N2CCc3ccccc3C2)c1,7%,5,u,-16%,-13%,u,7%,-26,-8%
NC(=O)C1CCN(c2nc3ccccc3nc2NS(=O)(=O)c2ccc(Br)cc2)CC1,-3%,-5,-14%,-6%,11%,-16%,0%,-1,0%
Nc1nccc(N2CCCCC2)n1,x,1,-9%,-3%,2%,6%,x,8,-1%
COc1ccccc1NC(=O)c1ccccc1N(Cc1ccccc1)S(C)(=O)=O,-1%,-7,0%,5%,-2%,7%,8%,-2,-6%
CCn1cc([N+](=O)[O-])c(C(=O)N2N=C(c3ccc(O)c(OC)c3)CC2c2ccccc2O)n1 (stereo not drawn),14%,-6,u,-22%,-5%,u,7%,-23,u
CCOC(=O)Cc1nnc(NCc2ccccc2)c2ccccc12,-2%,-8,10%,4%,2%,4%,4%,0,0%
O=C(CCNS(=O)(=O)c1ccc2c(c1)CCN2C(=O)C1CC1)N1CCN(c2cccc(Cl)c2)CC1,x,2,u,x,-18%,x,x,x,-56%

Overlap with the part before: 2 entries, followed by the next part.
structure,SW480 rereplic,D3 ag,KB-3-1 cytotox,HT1080-NT tox,HEK293 tox,HT1080 IDH1KD tx,MCF10A rerep,IL1B secr inh,KB-V1 cytotox
CCOC(=O)Cc1nnc(NCc2ccccc2)c2ccccc12,-2%,-8,10%,4%,2%,4%,4%,0,0%
O=C(CCNS(=O)(=O)c1ccc2c(c1)CCN2C(=O)C1CC1)N1CCN(c2cccc(Cl)c2)CC1,x,2,u,x,-18%,x,x,x,-56%
Cc1ccc2c(CC(=O)NNC(=O)c3ccccc3)coc2c1,-22%,-11,-4%,17%,25%,15%,0%,0,-11%
Clc1ccc(OCCSc2ncccn2)c2ccccc12,-9%,-9,2%,1%,1%,-18%,20%,2,-16%
Oc1ccc(Cl)cc1-c1cc(-c2ccccc2Cl)[nH]n1,u,-5,u,-28%,3%,0%,-180%[0.0737 µM],13,u
O=C(NS(=O)(=O)Nc1ccccc1)C1=C(N2CCCC2)COC1=O,-14%,0,4%,1%,5%,-1%,-6%,-9,-17%
COc1ccc(/C=N/NC(=O)c2[nH]c3ccc(C)cc3c2-c2ccccc2)c(C(=O)O)c1OC,u,-6,4%,u,-22%,u,5.8µM*,32,-2%
CCCN(C)C1CN(Cc2cn(Cc3ccc(Cl)cc3)nn2)S(=O)(=O)C1 (stereo not drawn),x,-1,-1%,1%,-4%,2%,x,9,-12%
Oc1cccc(/C=N/Nc2cccc3cccnc23)c1,16%,1,-13%,u,-17%,u,u,-75*,-16%
CCc1nn(C(C)C(=O)N2CCc3ccccc3C2)c(=O)c2cc3occc3n12 (stereo not drawn),u,-2,u,-7%,-6%,-14%,5%,14,u
Cc1ccccc1C(=O)Nc1sc2c(c1C(=O)N1CCCCC1)CCC(C(C)(C)C)C2 (stereo not drawn),x,0,23%,x,1%,x,x,x,-11%
C=CCn1c(SCC(=O)Nc2ncc(Cc3ccc(C)c(Cl)c3)s2)nnc1-c1ccncc1,17%,1,-6%,3%,10%,0%,u,7,-6%
CCn1ncc(S(=O)(=O)NCc2ccco2)c1C,-1%,6,4%,5%,-8%,10%,1%,0,1%
CCOc1ccc(/C=N/NC(=O)Cc2csc(Nc3cccc(C(F)(F)F)c3)n2)c(OCC)c1,0%[9.22 µM],5,u,u,-21%,u,18%,u,u
Oc1ccc(COCc2ccccc2)c2cccnc12,3.3µM*,-28,u,u,7%,u,u,108,u
Cc1ccc(C(=O)CCC(=O)OCC(=O)NNC(=O)c2ccc([N+](=O)[O-])cc2)cc1,-3%,-2,4%,1%,3%,-3%,0%,0,-1%
COC1OC(c2ccccc2)=C(c2cnc(N)nc2)c2ccc(F)cc21 (stereo not drawn),x,5,1%,5%,5%,4%,x,-7,0%
COc1ccc(S(=O)(=O)N(C)C[C@H]2OCCCC[C@H](C)Oc3ccc(NC(=O)Nc4ccc(F)cc4)cc3C(=O)N([C@H](C)CO)C[C@H]2C)cc1,x,4,-1%,-16%,-34%,-14%,x,-9,7%
CCc1ccc(NC(=O)COC(=O)/C(=C/c2ccccc2OC)c2ccccc2)cc1,-2%,5,8%,1%,4%,-3%,u,3,0%
CCCCCN(C(=O)CCCSc1nncs1)c1c(N)n(CCCC)c(=O)[nH]c1=O,-115%[inhibitor],1,2%,5%,-16%,-2%,-3%,-3,14%
COc1ccc(Br)cc1C(=O)NC(=S)Nc1c(C)n(C)n(-c2ccccc2)c1=O,-1%,1,0%,0%,-6%,1%,6%,-22,-26%
Cc1ccc(C(=O)N/C(=C/c2ccco2)C(=O)N2CCOCC2)cc1,-3%,1,6%,1%,-9%,0%,-1%,1,-17%
CC(C)C(OC(=O)/C=C/c1ccc2c(c1)OCO2)C(=O)NC(N)=O (stereo not drawn),1%,-3,0%,19%,-4%,-15%,0%,-1,0%
N=C1/C(=C\c2ccc(OC(=O)c3ccco3)cc2)C(=O)N=C2SC=NN12,-2%,-6,10%,1%,-4%,-8%,-5%,2,0%
O=C(CCc1nnc2ccc(NCc3ccco3)nn12)Nc1cccc(F)c1,-7%,-2,13%,-7%,-1%,-20%,4%,-5,19%
CCOC(=O)/C=C1\Nc2ccccc2OC1=O,10%,3,-1%,4%,6%,11%,15%,5,-23%
O=c1cc(/C=C/c2ccccc2)oc2ccccc12,-2%,4,4%,u,4%,u,u,-11,10%
